Screening results as filed in PubChem.
HEK cytotox: kills HEK 293 cells | AID 1345083 | Potency, µM (titrated, usually from 115 µM), for inactives: top-dose activity change, negative = cytotoxicity, most hits filed as inhibitors | HEK 293 viability, ATP luminescence (CellTiter-Glo), 48-72 h | 94,000 compounds, 6.6% hits; further: potency means the concentration at half of the fitted maximal effect; nearly all actives have a fitted effect of over 60% in size
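Pintool-delivered compounds were incubated with HEK 293 cells (250 cells/well) at 37 degree Celsius for 48 or 72 hr. ATP-dependent luminescence (CellTiter-Glo) then reported remaining viable cells.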
NIH3T3 tox: NIH 3T3 cell cytotoxicity. Potency, µM (series often up to 96.7 µM), inactives show at the top dose activity change, negative = cytotoxicity, usual class: inhibitors. 94,000 compounds, 4.3% hits. AID 1345082. NIH 3T3 viability, CellTiter-Glo ATP luminescence, 48-72 h; further: potency means the concentration at half of the fitted maximal effect; nearly all actives have a fitted effect of over 55% in size
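Luminescent ATP readout (CellTiter-Glo, 10 min RT) after 48 or 72 hr compound exposure of NIH 3T3 cells seeded at 400 cells/well in 1536-well format; quantitative HTS.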
IP6K1 inhibitor: blocks human inositol hexakisphosphate kinase 1 | Q92551 | IP6K1 kinase, ADP-Glo luminescence, 2 h; stronger effect = lower value | activity change, % (series mostly up to about 58 µM) | 140,000 compounds, 0.81% hits | AID 1645851; in the data active means activity change below about -25%
Target sequence (Q92551 whole entry, looked up): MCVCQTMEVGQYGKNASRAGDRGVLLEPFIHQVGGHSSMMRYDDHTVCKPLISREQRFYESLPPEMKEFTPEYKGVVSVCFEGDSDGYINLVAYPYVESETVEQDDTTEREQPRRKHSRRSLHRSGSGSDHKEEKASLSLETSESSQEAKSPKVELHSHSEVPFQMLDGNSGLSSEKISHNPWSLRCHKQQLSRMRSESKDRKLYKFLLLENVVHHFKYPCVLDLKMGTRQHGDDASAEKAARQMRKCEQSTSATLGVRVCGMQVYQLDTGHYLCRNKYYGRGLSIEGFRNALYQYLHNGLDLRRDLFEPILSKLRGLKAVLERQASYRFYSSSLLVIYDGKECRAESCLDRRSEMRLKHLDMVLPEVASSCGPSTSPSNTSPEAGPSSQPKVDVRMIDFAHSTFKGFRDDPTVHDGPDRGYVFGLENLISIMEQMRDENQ
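ADP-Glo luminescence measures ADP made by human IP6K1 during a 2 h RT reaction with ATP/IP6 (mix at 1.3 mM/130 uM); top library doses 57.5 and 19.1 uM final.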
Luciferase inh: blocks purified firefly luciferase enzyme activity | purified P. pyralis luciferase, luminescence, biochemical | Potency, µM (highest dose often 115 µM), for inactives: top-dose activity change, negative = inhibition, hits mostly inhibitors | 76,000 compounds, 2.5% hits | AID 1347043; further: potency means the concentration at half of the fitted maximal effect; nearly all actives have a fitted effect of over 65% in size
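Luminescence read by CCD imager after adding enzyme (10nM final) to wells holding compound, titrated in qHTS. Substrates 10uM each D-luciferin and ATP; buffer 50mM Tris acetate pH 7.5, 10mM Mg acetate, Tween-20, BSA.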
SNCA expr inh: SNCA gene expression inhibition; HEK-293 SNCA-luciferase knock-in, luminescence, 24 h; Potency, µM (top dose mostly 57.2 µM), for the others: at the highest dose activity change, negative = inhibition, usual class: inhibitors; 140,000 compounds, 0.17% hits;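 further: potency means the concentration at half of the fitted maximal effect; plate controls were DMSO cells for no effect and cell-free wells for full effect; nearly all actives have a fitted effect of over 45% in size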
GPT2 inhibitor: blocks human glutamate pyruvate transaminase 2; Potency, µM (doses to about 57.7 µM), for inactives: at the highest dose activity change, negative = inhibition, actives largely listed as inhibitors; AID 1671188; 100,000 compounds, 0.25% hits; Recombinant GPT2, coupled pyruvate oxidase/HRP Amplex Red fluorescence; Q8TD30; further: potency means the concentration at half of the fitted maximal effect; nearly all actives have a fitted effect of over 60% in size; many of its hits are not listed in these tables
Target sequence (Q8TD30 whole entry, looked up): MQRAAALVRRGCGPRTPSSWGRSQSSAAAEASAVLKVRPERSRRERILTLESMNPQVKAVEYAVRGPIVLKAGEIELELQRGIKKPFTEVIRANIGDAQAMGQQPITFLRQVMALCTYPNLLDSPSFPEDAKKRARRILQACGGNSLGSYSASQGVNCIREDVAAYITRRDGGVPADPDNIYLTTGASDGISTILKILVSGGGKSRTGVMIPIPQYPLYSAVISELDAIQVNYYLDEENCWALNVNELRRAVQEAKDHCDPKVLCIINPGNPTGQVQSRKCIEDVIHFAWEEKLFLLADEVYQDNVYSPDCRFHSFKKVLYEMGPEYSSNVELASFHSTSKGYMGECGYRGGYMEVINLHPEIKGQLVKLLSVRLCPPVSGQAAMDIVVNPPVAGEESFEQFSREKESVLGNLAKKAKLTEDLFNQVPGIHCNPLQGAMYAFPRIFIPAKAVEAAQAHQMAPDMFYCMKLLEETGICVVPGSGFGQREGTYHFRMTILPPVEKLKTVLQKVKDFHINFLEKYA
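GPT2 10ng/uL, a-KG 250uM, L-Ala 2mM, HEPES pH7.5 + 0.0001% Tween; 30 min RT. Then Amplex mix (PO/HRP/ThPP), 30 min RT dark, fluorescence. AOA 50uM used as positive control.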
SNCA viab count: counter-screen for SNCA expression inhibitors: cell viability; Potency, µM (titrated, usually from 57.1 µM), for inactives: top-dose activity change, negative = cytotoxicity, actives largely listed as cytotoxic; HEK-293-SNCA-luc viability, GF-AFC fluorescence, 24 h; 150,000 compounds, 0.12% hits; AID 1671193;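 further: potency means the concentration at half of the fitted maximal effect; 0% = DMSO-treated cells and -100% = medium-only wells without cells; nearly all actives have a fitted effect of over 30% in size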
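Cytotoxicity counterscreen: after 24 h compound treatment of genome-edited SNCA-luciferase HEK-293 cells, live-cell protease substrate GF-AFC read by fluorescence after 30 min; activity scaled between DMSO (0%) and medium-only (-100%), curves Hill-fitted.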
Active calls of the source: *; [ ] = dose if it differs, or a comment. Unless noted, the call rests on the fitted dose curve; in most records, active means well fitted curve in the direction sought with a large enough effect; inconclusive means small, poorly fitted or top-dose-only effect, or another doubt; inactive means no such curve, though single readings can be large; an effect the other way counts as inactive or inconclusive. Unless noted, on the % scale 0 is the no-effect control and ±100 the full control effect.

Results for CC(CNC(=O)c1nnc(Cc2cccc(F)c2)o1)c1ccccc1 (centres undefined) ?
IP6K1 inhibitor: -7.7; SNCA expr inh: inconclusive; SNCA viab count: 7.9%

What do the screens show for `CC(=O)c1ccc(NC(=O)c2ccc(-c3ccc(Cl)cc3)o2)cc1`?
IP6K1 inhibitor: 45.5; SNCA expr inh: 123.6%[activator]; SNCA viab count: 1.5%

What do the screens show for `CC(=O)N1CCN(C(=O)c2cnc(N)nc2-c2ccccc2)CC(O)C1` (centres undefined)?
HEK cytotox: 2.1%; NIH3T3 tox: 2.8%; IP6K1 inhibitor: 5.3; Luciferase inh: 2.3%; SNCA expr inh: -19.3%; GPT2 inhibitor: 4.0%; SNCA viab count: 5.4%

What do the screens show for `Cc1ccc(NC(=O)CN(C)S(=O)(=O)c2cnc[nH]2)cc1`?
IP6K1 inhibitor: 32.6; SNCA expr inh: 49.9%[activator]; SNCA viab count: -7.4%

How did CSc1ccccc1CN1CCC2(CC1)C(C(=O)O)CC(=O)N2C (centres undefined) do in these assays?
HEK cytotox: 0.9%; NIH3T3 tox: -10.6%; IP6K1 inhibitor: -4.7; Luciferase inh: 0.6%; SNCA expr inh: 29.7%; GPT2 inhibitor: inconclusive; SNCA viab count: -2.7%

How did Cc1cccc(OCC(=O)N2C[C@@H](CO)[C@H](c3nc(C4CC4)no3)C2)c1 do in these assays?
HEK cytotox: -17.5%; NIH3T3 tox: -20.5%; IP6K1 inhibitor: -10.7; Luciferase inh: -3.0%; SNCA expr inh: 7.0%; GPT2 inhibitor: inactive; SNCA viab count: 1.1%

Results for Cn1nc(-c2ccncc2)cc1NC(=O)Cc1ccc(F)cc1 ?
HEK cytotox: -15.8%[172 µM]; NIH3T3 tox: inconclusive; IP6K1 inhibitor: 17.2; SNCA expr inh: -5.3%[87.6 µM]; GPT2 inhibitor: inactive; SNCA viab count: -3.2%[87.6 µM]

How did COCCc1noc(-c2nnn3c2COC(c2ccc(OC)cc2)C3)n1 (centres undefined) do in these assays?
HEK cytotox: 2.8%; NIH3T3 tox: -5.2%; IP6K1 inhibitor: 0.0; Luciferase inh: -2.2%; SNCA expr inh: 2.1%; GPT2 inhibitor: inactive; SNCA viab count: 7.6%

Results for Cc1cc(=O)n2nc(N3CCC(C(=O)NCc4ccccc4)CC3)sc2n1 ?
IP6K1 inhibitor: -3.0; SNCA expr inh: -1.5%; SNCA viab count: 8.5%

Results for CCOC(=O)CSc1ncnc2c1c(-c1ccccc1)cn2-c1ccc(OC)cc1 ?
IP6K1 inhibitor: -12.7; SNCA expr inh: 6.9%; SNCA viab count: 7.3%

Results for COc1cc(CCC(=O)NCc2ccc3c(c2)CCN3C(=O)c2cccc(C)c2)cc(OC)c1OC ?
IP6K1 inhibitor: -13.5; SNCA expr inh: -6.1%; SNCA viab count: 16.4%

How did CNc1nc2c(s1)C(c1ccc(Cl)cc1)CC(=O)N2 (centres undefined) do in these assays?
HEK cytotox: -26.3%; NIH3T3 tox: -16.9%; IP6K1 inhibitor: -28.3*; Luciferase inh: -10.3%; SNCA expr inh: 15.4%; GPT2 inhibitor: inconclusive; SNCA viab count: 5.6%

Results for O=C(CC[C@@H]1CNC(=O)[C@@H]2C[C@H](NCc3ccccc3)CN12)NCc1ccccc1 ?
HEK cytotox: -1.1%[172 µM]; NIH3T3 tox: -23.8%[174 µM]; IP6K1 inhibitor: -1.3; Luciferase inh: -5.7%[172 µM]; SNCA expr inh: -7.3%[87.6 µM]; GPT2 inhibitor: -16.5%[88.5 µM]; SNCA viab count: 6.5%[87.6 µM]

Results for Cc1cc(S(=O)(=O)N[C@@H]2CCOC[C@H]2Oc2ccccn2)c(C)s1 ?
HEK cytotox: inactive; NIH3T3 tox: -23.8%; IP6K1 inhibitor: -7.1; Luciferase inh: 0.0%; SNCA expr inh: inconclusive; GPT2 inhibitor: inactive; SNCA viab count: -12.9%

What do the screens show for `O=C(Cn1cccc1-c1nc(-c2ccccc2)no1)NCc1ccc(Cl)cc1`?
HEK cytotox: inconclusive; NIH3T3 tox: -19.3%; IP6K1 inhibitor: -4.3; Luciferase inh: -9.2%; SNCA expr inh: 0.7%; GPT2 inhibitor: inactive; SNCA viab count: -0.3%

How did Cc1cc(C)c(S(=O)(=O)NCCc2csc3nc(-c4ccc(Cl)cc4)nn23)c(C)c1 do in these assays?
IP6K1 inhibitor: -11.7; SNCA expr inh: inconclusive; SNCA viab count: inconclusive

How did O=C(C1CCCN1C(=O)C1CCCC1)N1CCC(N2Cc3ccccc3C2=O)CC1 (centres undefined) do in these assays?
HEK cytotox: -6.9%; NIH3T3 tox: -21.4%; IP6K1 inhibitor: -6.2; SNCA expr inh: -11.4%; GPT2 inhibitor: inactive; SNCA viab count: -9.1%

Results for COc1ccc(Nc2cnc3ccc(-c4ccc(OC)c(OC)c4)nn23)cc1OC ?
HEK cytotox: 89.1µM*; NIH3T3 tox: 20µM*; IP6K1 inhibitor: -14.3; Luciferase inh: inconclusive; SNCA expr inh: 29.9%[87.6 µM]; GPT2 inhibitor: inactive; SNCA viab count: -22.7%[87.6 µM]

How did CN1C(=O)N(CCc2ccccc2)C(=O)C12CCN(Cc1cccn1-c1ccccn1)CC2 do in these assays?
HEK cytotox: -11.4%; NIH3T3 tox: 1.8%; IP6K1 inhibitor: 12.4; Luciferase inh: 9.6%; SNCA expr inh: -1.7%; GPT2 inhibitor: inconclusive; SNCA viab count: -6.2%

How did N#C/C(=C\c1ccc(F)cc1)C(=O)NCC1CCCO1 (centres undefined) do in these assays?
IP6K1 inhibitor: -12.3; SNCA expr inh: 9.2%; SNCA viab count: 2.6%

Part of the list above in order of SMILES length, falling.
Results for COc1cc(CCC(=O)NCc2ccc3c(c2)CCN3C(=O)c2cccc(C)c2)cc(OC)c1OC ?
IP6K1 inhibitor: -13.5; SNCA expr inh: -6.1%; SNCA viab count: 16.4%

How did CN1C(=O)N(CCc2ccccc2)C(=O)C12CCN(Cc1cccn1-c1ccccn1)CC2 do in these assays?
HEK cytotox: -11.4%; NIH3T3 tox: 1.8%; IP6K1 inhibitor: 12.4; Luciferase inh: 9.6%; SNCA expr inh: -1.7%; GPT2 inhibitor: inconclusive; SNCA viab count: -6.2%

What do the screens show for `O=C(Cn1cccc1-c1nc(-c2ccccc2)no1)NCc1ccc(Cl)cc1`?
HEK cytotox: inconclusive; NIH3T3 tox: -19.3%; IP6K1 inhibitor: -4.3; Luciferase inh: -9.2%; SNCA expr inh: 0.7%; GPT2 inhibitor: inactive; SNCA viab count: -0.3%

(cont.)
What do the screens show for `NC(=O)[C@H](Cc1cccs1)NC(=O)[C@@H]1[C@@H](NC(=O)Nc2ccc(F)cc2F)CCN1C(=O)c1cnccn1`?
HEK cytotox: -22.1%; NIH3T3 tox: -2.0%; IP6K1 inhibitor: 3.5; Luciferase inh: -5.8%; SNCA expr inh: -15.6%; GPT2 inhibitor: inconclusive; SNCA viab count: 1.0%

Results for O=c1cc(CN2CCCCC2c2ccccn2)[nH]c2ccc(F)cc12 (centres undefined) ?
HEK cytotox: -21.1%; NIH3T3 tox: -23.3%; IP6K1 inhibitor: -12.9; Luciferase inh: -2.4%; SNCA expr inh: -6.9%; GPT2 inhibitor: 0.6%; SNCA viab count: 4.7%

What do the screens show for `CN1CCN(C(=O)c2ccc3nnc(Cc4ccc(Cl)cc4)n3c2)CC1`?
HEK cytotox: -5.9%; NIH3T3 tox: -27.7%; IP6K1 inhibitor: 8.4; SNCA expr inh: -13.6%; GPT2 inhibitor: -6.2%; SNCA viab count: -12.2%

Results for COc1ccc(-c2cc(C(=O)NCCc3ccc(OC)c(OC)c3)c3ccccc3n2)cc1 ?
IP6K1 inhibitor: -2.8; SNCA expr inh: 33.1%[activator]; SNCA viab count: -3.9%

What do the screens show for `O=C(c1nc2cccnc2n(Cc2ccccc2)c1=O)N1CCN(c2ncccn2)CC1`?
HEK cytotox: inactive; NIH3T3 tox: -17.7%; IP6K1 inhibitor: -0.1; SNCA expr inh: -12.6%; GPT2 inhibitor: inactive; SNCA viab count: -15.4%

How did c1ccc(Cn2nc(Cn3cncn3)nc2C2CCCCn3nnnc32)cc1 (centres undefined) do in these assays?
HEK cytotox: -25.5%; NIH3T3 tox: -4.8%; IP6K1 inhibitor: -6.1; Luciferase inh: -14.6%; SNCA expr inh: -4.0%; GPT2 inhibitor: inactive; SNCA viab count: 7.6%

What do the screens show for `CCCN(CC1CCCO1)C(=O)c1csc2nc(-c3cccc(C(F)(F)F)c3)cn12` (centres undefined)?
HEK cytotox: inconclusive; NIH3T3 tox: inconclusive; IP6K1 inhibitor: 9.0; Luciferase inh: -18.1%; SNCA expr inh: -6.0%; GPT2 inhibitor: inactive; SNCA viab count: 0.4%

How did Cc1nc(C2CCCCN2)n[nH]1 (centres undefined) do in these assays?
HEK cytotox: -6.8%; NIH3T3 tox: inactive; IP6K1 inhibitor: -23.7; Luciferase inh: 6.8%; SNCA expr inh: 14.0%; GPT2 inhibitor: inactive; SNCA viab count: -1.5%

Results for Cc1cccc(CN2CCCC(C(=O)O)CCNC(=O)CC2)c1 (centres undefined) ?
HEK cytotox: 4.3%; NIH3T3 tox: inactive; IP6K1 inhibitor: 1.0; Luciferase inh: -5.8%; SNCA expr inh: 4.9%; GPT2 inhibitor: inactive; SNCA viab count: 8.7%

How did CCOC(=O)[C@@H]1[C@@H](O)C(=O)N(Cc2ccccc2)C12CCN(C(=O)c1cc3ccccc3s1)CC2 do in these assays?
HEK cytotox: inconclusive; NIH3T3 tox: inconclusive; IP6K1 inhibitor: 14.8

Results for CCOC(=O)c1ccc(N2C(=O)c3[nH]nc(-c4ccc(OCC)cc4)c3C2c2ccc(OC)cc2OC)cc1 (centres undefined) ?
IP6K1 inhibitor: -2.3; SNCA expr inh: 6.1%; SNCA viab count: -5.4%

What do the screens show for `COc1ccc(CNC(=O)CCC(=O)N2CCSc3ccccc32)cc1`?
IP6K1 inhibitor: 60.5; SNCA expr inh: 46.4%[activator]; SNCA viab count: 12.1%

Results for CN(CCC(C)(C)O)c1ccc(C(=O)N2CCCCC2CCn2cccn2)cn1 (centres undefined) ?
HEK cytotox: inactive; NIH3T3 tox: 4.4%; IP6K1 inhibitor: 7.3; Luciferase inh: 6.9%; SNCA expr inh: inconclusive; GPT2 inhibitor: -28.4%; SNCA viab count: -0.7%

What do the screens show for `CCOCCOC(=O)c1ccc(NC(=O)/C=C/c2ccc(OC)c(OC)c2)cc1`?
IP6K1 inhibitor: 12.1; SNCA expr inh: 44.7%[activator]; SNCA viab count: -3.2%

How did CCOc1cc(C(=O)NC2CCN(c3cc(-c4cccs4)[nH]n3)C2)cc(OCC)c1OCC (centres undefined) do in these assays?
HEK cytotox: 44.7µM*; NIH3T3 tox: inconclusive; IP6K1 inhibitor: -7.9; Luciferase inh: 12.6%; SNCA expr inh: inconclusive; GPT2 inhibitor: -21.1%; SNCA viab count: inconclusive

Random draw from the library, and some 7.8% of all compounds hit somewhere here.
